High-throughput results as filed in PubChem BioAssay.
MLLE-PAM2 inh = blocks PAM2 peptide binding to the PABP1 MLLE domain | P11940 | GST-MLLE / FITC-PAM2 fluorescence polarization | inhibition, % at 20 µM | hit rate 0.36% among 360,000 | AID 588489; in the data active = inhibition above about 35%, passing the limit was not always enough;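 also: plate controls were DMSO wells with GST-MLLE for no effect and wells lacking GST-MLLE protein for full effect; some results filed as inactive read as strong as hits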
MT1-MMP act inh = inhibitors of human MT1-MMP activation. hit rate 0.061% among 360,000. HT1080 RFP-PRO-GFP cells, GFP/RFP ratio fluorescence, overnight; percent of plate control window, DMSO zero. P50281. GFP/RFP ratio change, % at 20 µM;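 active = GFP/RFP ratio change of at least 30% with cell ATP level not reduced by more than half and red fluorescence within 50% of control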; also: strong numbers were not always called active
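Material – HT1080 RFP-PRO-GFP cells · Control set – DMSO wells and RFP-L50D-GFP cells · Incubation – overnight cell settling, then overnight compound exposure, 37 °C, 5% CO2 · Compound dosing – single-point 20 µM compound, 1% DMSO · Read-out – GFP/RFP fluorescence ratio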
FAS-TE inh = blocks the thioesterase domain of human fatty acid synthase | recombinant FAS-TE, OMFH fluorogenic substrate, fluorescence endpoint | inhibition, % at 15 µM | hit rate 0.67% among 360,000 | AID 602261;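 active = compounds whose normalised, plate-corrected inhibition of enzyme fluorescence in the single-dose primary screen is 50% or more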;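 also: 0% = DMSO with enzyme and 100% = substrate without enzyme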
Rpn11 inh = blocks the human proteasome subunit Rpn11; O00487; human 26S proteasome, Ub4-pepOG fluorescence polarization; 20S core pre-blocked with epoxomicin; calls only at 20 µM; hit rate 0.59% among 360,000; AID 588493;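 active = inhibition at 20 µM, scaled to each plate's controls, above about 33%, limit read from the data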
Target sequence (O00487 whole entry, looked up): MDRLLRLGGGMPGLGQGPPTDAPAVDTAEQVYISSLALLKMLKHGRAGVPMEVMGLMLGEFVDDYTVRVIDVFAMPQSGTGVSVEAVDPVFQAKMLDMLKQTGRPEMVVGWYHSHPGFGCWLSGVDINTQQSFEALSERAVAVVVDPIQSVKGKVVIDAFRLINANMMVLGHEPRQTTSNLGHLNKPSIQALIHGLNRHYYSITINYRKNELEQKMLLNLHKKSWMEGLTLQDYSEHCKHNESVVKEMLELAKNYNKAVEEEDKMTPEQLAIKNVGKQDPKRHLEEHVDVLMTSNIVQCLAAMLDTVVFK
CSN deneddyl inh = blocks human CSN-mediated cullin deneddylation | hit rate 0.38% among 360,000 | Purified CSN, SCF-Nedd8-OG deneddylation, fluorescence polarization | Q92905 | inhibition, % at 12.5 µM | AID 651999;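 active = pattern-corrected inhibition above about 35%, with an unprinted fluorescence ratio check between 0.5 and 1.5, limit read from the data, passing the limit was not always enough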;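 also: 0% = enzyme with substrate and 100% = substrate without enzyme; some results filed as inactive read as strong as hits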
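Assay system: HEK293T-derived human Csn5 enzyme; quantity: 0.24 nM enzyme; medium: Tris/NaCl/DTT buffer, pH 7.5; also added: substrate SCFSkp2-Nedd8OG, 10 nM; doses: 12.5 µM compound; schedule: 90 min reaction at room temperature; signal: FP; read-out: % inhibition of substrate cleavage by Csn5; benchmarks: substrate-only high control, full reaction low control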
E coli Lon inh = inhibitors of E. coli Lon protease. P0A9M0. purified E. coli Lon protease, fluorescence polarization. inhibition, % at 7.94 µM. hit rate 0.42% among 360,000. AID 602123; in the data active = inhibition above about 13%, passing the limit was not always enough;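 also: 0% = enzyme with probe and DMSO and 100% = no enzyme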
Target sequence (P0A9M0 whole entry, looked up): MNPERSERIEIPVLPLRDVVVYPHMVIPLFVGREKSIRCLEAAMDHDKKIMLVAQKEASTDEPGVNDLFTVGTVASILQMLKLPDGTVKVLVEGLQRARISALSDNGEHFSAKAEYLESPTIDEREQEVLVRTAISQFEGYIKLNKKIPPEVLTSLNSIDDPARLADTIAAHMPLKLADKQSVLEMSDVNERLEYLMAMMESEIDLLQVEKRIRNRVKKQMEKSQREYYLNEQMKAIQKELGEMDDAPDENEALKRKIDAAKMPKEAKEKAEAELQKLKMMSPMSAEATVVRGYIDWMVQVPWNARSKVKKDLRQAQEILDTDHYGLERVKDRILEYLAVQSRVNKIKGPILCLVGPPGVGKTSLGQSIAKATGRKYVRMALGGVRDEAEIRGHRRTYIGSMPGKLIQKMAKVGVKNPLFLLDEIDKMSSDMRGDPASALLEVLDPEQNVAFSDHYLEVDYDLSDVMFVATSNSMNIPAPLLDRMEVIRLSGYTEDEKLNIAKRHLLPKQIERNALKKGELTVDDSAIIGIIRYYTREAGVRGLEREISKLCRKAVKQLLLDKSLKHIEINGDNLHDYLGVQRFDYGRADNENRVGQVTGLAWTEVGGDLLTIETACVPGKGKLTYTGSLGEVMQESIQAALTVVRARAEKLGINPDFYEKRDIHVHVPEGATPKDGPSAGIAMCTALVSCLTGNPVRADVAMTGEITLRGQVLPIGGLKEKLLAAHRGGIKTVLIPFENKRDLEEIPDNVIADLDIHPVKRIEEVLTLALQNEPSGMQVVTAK
Rin1 Abl inh = inhibitors of human Rin1-Abl protein interaction; inhibition, % at 7.35 µM; AID 588664; hit rate 0.4% among 360,000; TR-FRET Rin1/Abl binding, biochemical; in the data active = inhibition above about 5%, passing the limit was not always enough
MsrA inh = bovine MsrA inhibition | hit rate 0.75% among 360,000 | purified bovine MsrA, absorbance read-out | inhibition, % at 15.5 µM; in the data active = inhibition above about 4.5%;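 also: 0% = vehicle wells with enzyme and 100% = reference inhibitor wells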
MsrA act = activates bovine MsrA enzyme. activation, % at 10.6 µM. purified bovine MsrA, absorbance read-out. hit rate 0.3% among 360,000. AID 602163; in the data active = activation above about 7.5%;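 also: 0% = vehicle and 100% = reference activator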
Numbers without * were called inactive; i = inactive; . = no result given.

SMILES	MLLE-PAM2 inh	MT1-MMP act inh	FAS-TE inh	Rpn11 inh	CSN deneddyl inh	E coli Lon inh	Rin1 Abl inh	MsrA inh	MsrA act
O=C(Nc1ccc2c(c1)OCO2)c1cc(-c2cccc(O)c2)on1	-3	-3	-1	i	1	-12	1	0.4	-5
COC(=O)C1CCN(C(=O)COc2ccc(N(C)S(=O)(=O)c3ccc(C)cc3)cc2)CC1	17	.	-1	i	-2	-2	2	-1.0	-11
CCN(CC)C(=O)Cc1cc(C(=O)O)c2ccccc2n1	1	-1	-9	i	-5	1	3	-0.4	-9
Cc1ccsc1C1C(C#N)=C(N)OC2=C1C(=O)CC(C)(C)C2 (stereo not given)	12	-8	-5	i	1	-10	-2	0.9	-6
CCOc1cc(NC(=S)NCCc2ccccc2)c(OCC)cc1NC(C)=O	3	1	-6	i	-12	-10	0	-0.5	-2
C/C=C/c1cccc(-c2nc(C(=O)NC3CCC3)cc3c2[C@H](CCO)N(S(=O)C(C)(C)C)C3)c1 (stereo not given in full)	-25	-4	12	i	5	1	-1	0.7	-7
COC(=O)c1cc2c(ccn2-c2ccc(F)cc2)n1Cc1ccc(OC)cc1	-6	-1	34	i	5	-5	1	0.7	-5
CCc1nc2ccccc2c(=O)n1/N=C/c1ccc(Cl)cc1	-12	1	15	i	0	-2	-2	0.0	-5
O=C(N/N=C/c1cccnc1)c1cc(-c2ccc(Cl)cc2)nc2ccccc12	6	1	14	i	96	-7	3	0.7	4
COc1ccccc1CC(=O)NNS(=O)(=O)c1ccc([N+](=O)[O-])cc1	1	1	-1	i	1	0	2	-1.2	-3
CC1(NC(=O)/C=C/c2nc3ccccc3s2)CCS(=O)(=O)C1 (stereo not given)	-20	-7	-6	i	10	-19	0	0.2	-3
O=C(NCC(c1ccco1)N1CCN(c2ccccc2F)CC1)c1cccs1 (stereo not given)	27	2	3	i	0	-2	-2	-0.4	-1
C/C(Cn1cnc([N+](=O)[O-])n1)=N\NC(=O)c1cccnc1	5	2	-4	i	-2	-10	0	0.3	-2
CC(=O)Nc1ccc(NC(=O)CC23CC4CC(CC(C4)C2)C3)cc1	-1	0	-2	i	1	3	2	1.1	-8
CC1=C(C(=O)N2CCOCC2)CC(CC(=O)NC2CCCCC2)C(=O)N1CCCN1CCCC1=O (stereo not given)	-1	5	-7	i	0	5	0	0.1	0

Arranged by SMILES length (ascending): some entries from above
SMILES	MLLE-PAM2 inh	MT1-MMP act inh	FAS-TE inh	Rpn11 inh	CSN deneddyl inh	E coli Lon inh	Rin1 Abl inh	MsrA inh	MsrA act
CC1(NC(=O)/C=C/c2nc3ccccc3s2)CCS(=O)(=O)C1 (stereo not given)	-20	-7	-6	i	10	-19	0	0.2	-3
C/C(Cn1cnc([N+](=O)[O-])n1)=N\NC(=O)c1cccnc1	5	2	-4	i	-2	-10	0	0.3	-2
COC(=O)c1cc2c(ccn2-c2ccc(F)cc2)n1Cc1ccc(OC)cc1	-6	-1	34	i	5	-5	1	0.7	-5
CC1=C(C(=O)N2CCOCC2)CC(CC(=O)NC2CCCCC2)C(=O)N1CCCN1CCCC1=O (stereo not given)	-1	5	-7	i	0	5	0	0.1	0

(cont.)
SMILES	MLLE-PAM2 inh	MT1-MMP act inh	FAS-TE inh	Rpn11 inh	CSN deneddyl inh	E coli Lon inh	Rin1 Abl inh	MsrA inh	MsrA act
c1ccc(-c2ccncn2)cc1	-6	-3	-6	i	0	-1	-3	-0.9	-2
C=CCNCCCCOc1cccc(Br)c1	10	5	-10	i	1	-4	4	-0.4	-12
CC(C)CC(=O)c1c[nH]c(C(=O)NCc2ccccc2)c1	8	-1	-4	i	0	-4	3	-1.1	-1
O=C(COC(=O)CNC(=O)c1ccccc1)Nc1cccc(Br)c1	-6	-4	-8	i	-4	2	-3	0.0	-6
O=C(CCC(=O)Nc1nnc(C2CCCCC2)s1)NCc1ccccc1	-24	0	-6	i	4	-2	0	-0.9	-4
CCCS(=O)(=O)NC(=O)C1(C)CCN(C(=O)CSc2ccccc2)C1 (stereo not given)	3	2	-1	i	-7	-12	1	0.5	0
CC(=O)Nc1ccc(NC(=O)C(C)Sc2nc3nc(C)cc(C)n3n2)cc1 (stereo not given)	7	-3	-7	i	2	-3	-1	-1.7	-2
CCOC(=O)CCCCC(=O)c1[nH]c(=O)[nH]c1CSc1nc(C)cc(=O)[nH]1	38	-4	-8	i	-2	-9	82*	0.7	0
COc1ccc(/C(O)=C2/C(=O)C(=O)N(CCCN(C)C)C2c2cccc(Cl)c2)cc1OC (stereo not given)	13	6	-10	i	-1	-5	-5	9.6*	-1
Cc1ccc(Nc2cc(C(=O)NCCCN3CCOCC3)c3ccccc3n2)c(C)c1	5	-3	-2	i	7	1	2	-0.2	-4
O=S(=O)(/C=C/c1ccccc1)c1ccccc1	7	1	-3	i	6	-14	6	-1.4	1
O=C(Nc1ccncc1)c1cc(S(=O)(=O)N2CCOCC2)ccc1Cl	-10	0	-12	i	1	-3	-1	-0.8	-2
CC(=O)Nc1ccc(SCC(=O)NC(=O)c2ccc(S(=O)(=O)N(C)C)cc2)cc1	40*	-3	-6	i	0	-14	2	-0.3	-3
CCOC(=O)/C(=N\Nc1ccccc1)S(=O)(=O)c1ccccc1	0	-1	5	i	-1	-7	1	2.3	-6
Cc1cc(C)nc(Sc2ncnc3sc4c(c23)CCC4)n1	10	-3	-4	i	-1	3	-4	1.5	1
COc1ccc(CCNC(=O)c2cc(-c3ccccn3)nc3c(Cl)cccc23)cc1OC	-13	0	0	i	-8	7	0	-0.1	-2
Cc1nn(CC(=O)N2CCCc3ccccc32)c(C)c1[N+](=O)[O-]	7	-2	2	i	2	0	2	0.3	-8
Cc1ccc(C)c(S(=O)(=O)N2CCN(C(=O)Cc3ccc(S(=O)(=O)N4CCOCC4)s3)CC2)c1	17	-3	69*	i	0	-8	-4	-0.7	-3
CC(C)(C)NC(=O)NC(=O)COC(=O)c1ccc(OC(F)F)cc1	-18	8	-5	i	1	3	1	-0.3	-1
COc1ccc(-c2nc(CS(=O)(=O)CC(=O)Nc3ccc(Cl)cc3)c(C)o2)cc1	-12	-6	17	i	-7	-3	3	-0.5	-3
COc1ccc(CCNC(=O)c2ccc(S(=O)(=O)N(C)c3ccccc3)cc2)cc1OC	6	3	6	i	-1	3	5	-1.6	-3
COc1cc(NC(=O)CCN2CC(C)OC(C)C2)cc(OC)c1 (stereo not given)	4	-5	-6	i	4	-9	1	-0.7	-1
Cc1ccc(CNC(=O)C2CCC(=O)N2C2CCCCC2)cc1 (stereo not given)	8	5	-8	i	1	-3	-3	-1.0	-1
O=C(CCNS(=O)(=O)c1ccc(Br)cc1)Nc1cccc(F)c1	0	2	4	i	0	-4	0	0.4	-2
COc1ccc(Nc2nnc(SCC(=O)NC3CCS(=O)(=O)C3)s2)cc1 (stereo not given)	-37	1	-5	i	5	-5	-2	1.3	-2
N#CCc1nn(-c2ccc(Cl)cc2)c(N)c1C#N	-30	1	-4	i	-2	-10	1	1.5	-3
Cc1noc(/C=C/N(C)C)c1S(=O)(=O)N1CCCC(C(=O)NC2CCCCC2)C1 (stereo not given)	-1	-6	2	i	-2	-30	2	2.7	-5
O=C(NC1CCCC1)C(c1ccccc1)N(C(=O)c1csnn1)C1CCCC1 (stereo not given)	-5	-3	8	i	-2	9	4	0.7	-3
C/C(=N\NC(=O)c1cc2ccccc2cc1O)c1ccccn1	-10	11	4	i	2	-3	-4	1.2	-8
O=C(O)CCCCCNc1nc(-c2ccccc2)nc2ccccc12	6	-1	-1	i	-1	-10	-2	2.0	-3
COc1ccc(CN(C)C(=O)CNC(=O)Cc2cccc3ccccc23)c(OC)c1OC	-18	-1	-4	i	1	-5	-1	0.4	-2
COCCN1C(=O)COc2ccccc2C1C(=O)NCc1ccccc1 (stereo not given)	.	2	-10	.	-3	0	.	-0.7	-3
CCc1ccccc1N(CC(=O)NC(C)c1ccccc1)S(C)(=O)=O (stereo not given)	6	0	-7	i	6	-4	2	0.3	-3
Cc1ccc(NC(=O)NCCN2CCCCC2)cc1C	-1	-2	-4	i	-4	9	1	0.1	-2
O=C(/C=C/c1ccccc1)NC(NC(=S)Nc1ccc(Cl)cc1)C(Cl)(Cl)Cl (stereo not given)	28	2	8	i	-5	-2	1	-0.1	-3
O=C(Nc1ccccc1)C1CCCN1C(=O)NCc1ccccc1 (stereo not given)	-9	-1	-8	i	2	-5	0	-0.4	-7
Cc1ccc(/C=N/n2c(-c3cccc(Cl)c3)n[nH]c2=S)o1	-13	3	2	i	4	5	0	2.5	1
O=[N+]([O-])c1cccc(COc2ccccc2CN2CCCC2)c1	10	4	1	i	4	-14	-8	0.2	-10
N#Cc1nccnc1N1CCN(C(=O)Nc2ccccc2)CC1	3	3	8	i	-1	13	-1	0.8	-5
Cc1ccc(C(=O)/C=C2/NC(=O)CS2)cc1	-13	-4	-7	i	0	2	-3	4.0	-5
CCN(CC)CCCNC(=O)c1cc(Nc2ccc(OC)cc2)nc2ccccc12	3	-1	0	i	-3	-5	-3	2.0	-3
CC(C)C[C@@H](COc1ccccc1)N1CCN(CC(C)C)CCC1=O	-7	0	-13	i	-7	1	-4	0.0	-1
COC(=O)c1ccc2nc(-c3ccc4c(c3)OCO4)cn2c1	-3	7	-5	i	-9	-3	-5	-0.1	-5
CCOc1cccc2sc(N(CCN(C)C)C(=O)CCS(=O)(=O)c3ccccc3)nc12	-4	-1	-6	i	5	-14	1	0.4	0
CN(C)S(=O)(=O)c1ccc(C(=O)Nc2ccccc2[N+](=O)[O-])cc1	4	3	0	i	-14	5	-3	-0.1	-2
COc1ccc(C(CNc2nc(-c3cccnc3)nc3ccccc23)N(C)C)cc1 (stereo not given)	-27	-22	-2	i	0	-4	0	0.3	2
O=[N+]([O-])c1ccc(S(=O)(=O)N2CCN(c3ccc(N4CCOCC4)nn3)CC2)cc1	-1	0	8	i	2	0	2	-0.9	-7
Cc1cccc(CCNC(=O)C2CCN(S(=O)(=O)N3CCOCC3)CC2)c1	3	1	-4	i	-4	4	1	0.6	-4
Cc1nc(OCc2c(C)noc2C)c2ccccc2n1	1	4	-11	i	-3	0	3	-0.3	-4
COc1ccc(-c2nc(CSCC(=O)NCc3ccc4c(c3)OCO4)c(C)o2)cc1	-9	2	-4	i	-11	-6	1	0.9	3
O=C(NCc1cccc(Cl)c1)C1Cc2c(-c3ccccc3)ccnc2O1 (stereo not given)	21	-1	18	i	-3	0	-1	-1.4	-1
Cc1ccc(S(=O)(=O)NN=C2C3CC4CC(C3)CC2C4)cc1[N+](=O)[O-]	24	4	-8	i	-11	-7	-1	0.4	-13
O=C(Nc1ccc(Oc2cccnc2)cc1)c1cccc([N+](=O)[O-])c1	-10	6	57*	i	-1	4	-1	.	1
CC(=O)c1ccccc1NC(=O)C1CCCN(C(=O)c2ccc(Cl)cc2)C1 (stereo not given)	10	-5	-1	i	-2	-2	-1	0.0	-2
Cn1nnnc1SCc1ccc(CSc2nnnn2C)cc1	0	5	-9	i	-4	2	-1	0.1	-5
COc1cccc(C2=NN(C(=O)c3cccs3)C(O)(C(F)(F)F)C2)c1 (stereo not given)	-23	1	24	i	-1	-4	-3	3.5	-1
CCc1c(O)cc2n(c1=O)-c1ccc(Cl)cc1C2(C)C	13	1	-4	i	-1	-7	1	-0.9	-3
